# PrPC TRFRET: reduces human prion protein on the cell surface. P04156. cell surface PrPC, TR-FRET read-out. inhibition, % at 13.8 µM. actives 0.43% (n = 370,000). AID 720596; in the data active = inhibition above about 24%; also: 0% = median of the test wells and 100% = reference compound wells
# TcdB GH inh: TcdB glycohydrolase inhibition. actives 0.24% (n = 350,000). P18177. inhibition, % at 9.99 µM. TcdB glycohydrolase enzymatic assay, plate reader; in the data active = inhibition above about 10%
# Target sequence (P18177 whole entry, looked up): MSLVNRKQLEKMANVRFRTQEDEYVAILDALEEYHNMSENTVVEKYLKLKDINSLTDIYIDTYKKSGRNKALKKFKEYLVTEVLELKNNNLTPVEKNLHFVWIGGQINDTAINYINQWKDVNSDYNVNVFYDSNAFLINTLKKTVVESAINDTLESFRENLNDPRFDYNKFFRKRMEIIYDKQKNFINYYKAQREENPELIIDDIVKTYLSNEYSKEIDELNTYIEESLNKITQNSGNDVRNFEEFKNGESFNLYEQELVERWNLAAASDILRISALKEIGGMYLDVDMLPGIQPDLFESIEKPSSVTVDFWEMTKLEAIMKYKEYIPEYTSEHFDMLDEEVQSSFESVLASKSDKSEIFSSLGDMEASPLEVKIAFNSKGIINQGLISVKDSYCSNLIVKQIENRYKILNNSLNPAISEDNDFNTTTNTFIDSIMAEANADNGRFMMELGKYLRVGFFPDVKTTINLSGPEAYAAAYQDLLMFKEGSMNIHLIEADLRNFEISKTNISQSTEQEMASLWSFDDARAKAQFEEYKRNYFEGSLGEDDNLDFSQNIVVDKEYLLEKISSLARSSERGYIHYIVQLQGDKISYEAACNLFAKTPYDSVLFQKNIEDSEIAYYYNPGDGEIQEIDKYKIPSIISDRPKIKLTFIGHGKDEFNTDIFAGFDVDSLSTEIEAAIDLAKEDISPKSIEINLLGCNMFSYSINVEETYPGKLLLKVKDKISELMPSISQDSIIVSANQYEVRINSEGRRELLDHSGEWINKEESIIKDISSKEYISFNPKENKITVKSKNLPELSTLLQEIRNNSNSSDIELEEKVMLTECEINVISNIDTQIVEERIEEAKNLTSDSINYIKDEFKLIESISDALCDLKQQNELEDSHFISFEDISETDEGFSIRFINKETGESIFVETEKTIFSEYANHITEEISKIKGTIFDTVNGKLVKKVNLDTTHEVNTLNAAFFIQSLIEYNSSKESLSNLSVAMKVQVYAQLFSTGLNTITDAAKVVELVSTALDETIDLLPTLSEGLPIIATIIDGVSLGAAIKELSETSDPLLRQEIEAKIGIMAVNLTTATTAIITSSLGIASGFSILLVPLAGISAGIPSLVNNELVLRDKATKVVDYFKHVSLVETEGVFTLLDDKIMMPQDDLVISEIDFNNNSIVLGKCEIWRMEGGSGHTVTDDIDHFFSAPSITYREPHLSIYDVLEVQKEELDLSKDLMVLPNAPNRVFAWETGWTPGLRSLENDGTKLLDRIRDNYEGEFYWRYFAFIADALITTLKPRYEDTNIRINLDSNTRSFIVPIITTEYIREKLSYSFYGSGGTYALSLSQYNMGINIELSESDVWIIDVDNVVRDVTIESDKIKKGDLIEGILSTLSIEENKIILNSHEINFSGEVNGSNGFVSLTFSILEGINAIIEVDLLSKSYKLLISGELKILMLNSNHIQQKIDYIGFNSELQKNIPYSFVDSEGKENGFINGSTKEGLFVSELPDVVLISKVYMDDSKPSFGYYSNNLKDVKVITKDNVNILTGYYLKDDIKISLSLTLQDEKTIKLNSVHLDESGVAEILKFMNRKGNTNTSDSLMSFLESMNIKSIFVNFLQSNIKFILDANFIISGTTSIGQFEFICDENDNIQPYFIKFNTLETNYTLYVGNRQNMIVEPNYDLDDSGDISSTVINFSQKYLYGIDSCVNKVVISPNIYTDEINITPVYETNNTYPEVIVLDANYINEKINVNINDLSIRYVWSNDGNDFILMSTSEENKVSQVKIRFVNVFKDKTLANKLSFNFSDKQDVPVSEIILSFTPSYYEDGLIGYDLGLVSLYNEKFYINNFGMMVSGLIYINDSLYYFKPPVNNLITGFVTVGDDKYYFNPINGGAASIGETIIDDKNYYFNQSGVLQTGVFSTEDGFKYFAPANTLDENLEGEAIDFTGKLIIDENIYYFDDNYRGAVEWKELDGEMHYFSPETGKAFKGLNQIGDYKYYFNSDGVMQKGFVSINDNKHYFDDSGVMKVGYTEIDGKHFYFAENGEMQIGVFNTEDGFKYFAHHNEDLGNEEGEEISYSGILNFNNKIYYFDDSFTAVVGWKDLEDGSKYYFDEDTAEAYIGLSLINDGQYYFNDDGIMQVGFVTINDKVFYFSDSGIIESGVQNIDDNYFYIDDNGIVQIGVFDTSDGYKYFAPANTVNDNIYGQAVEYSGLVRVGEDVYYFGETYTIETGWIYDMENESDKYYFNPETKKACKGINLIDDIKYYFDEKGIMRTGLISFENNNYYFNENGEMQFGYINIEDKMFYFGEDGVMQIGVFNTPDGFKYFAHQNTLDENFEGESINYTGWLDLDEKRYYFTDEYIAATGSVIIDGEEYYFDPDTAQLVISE
# FadD28 FP inh: M. tuberculosis FadD28 bisubstrate binding inhibition; FadD28 bisubstrate probe binding, fluorescence polarization; inhibition, % at 12.5 µM; actives 0.22% (n = 360,000); in the data active = inhibition above about 8.5%, passing the limit was not always enough; inconclusive = no clear call, values can overlap the other calls
# Anthrax LF inh2: inhibitors of Bacillus anthracis lethal factor protease | P15917 | multiplex microsphere protease cleavage assay, LF | inhibition, % at 10 µM | actives 0.12% (n = 360,000); also: plate controls were buffer without enzyme for full effect and enzyme alone for no effect
# BoNT A protease: inhibitors of Botulinum neurotoxin A light chain protease; AID 588499; multiplex microsphere protease substrate cleavage, flow cytometry; actives 0.17% (n = 360,000); inhibition, % at 10 µM; also: plate controls were buffer without enzyme for full effect and enzyme alone for no effect
# Y pestis TopoI: blocks Yersinia pestis topoisomerase I activity; Y. pestis Topo-I cleavage product accumulation, plate reader; activity, % at 10 µM; actives 0.064% (n = 360,000); AID 504884; in the data active = activity above about 50%, passing the limit was not always enough; inconclusive = no clear call, values can overlap the other calls; also: inactives centre near 2
# CCHFV vOTU inh: blocks the CCHF virus ovarian tumor domain protease. CCHFV vOTU protease, Pep-AMC fluorescence. actives 0.55% (n = 370,000). inhibition, % at 11.5 µM. AID 651958; in the data active = inhibition above about 30%; also: 0% = vehicle wells with enzyme and 100% = no enzyme wells
# BoNT-F LC inh: blocks Botulinum neurotoxin F light chain protease; inhibition, % at 10 µM; Multiplex microsphere protease cleavage assay, flow cytometry; actives 0.22% (n = 360,000); in the data active = inhibition above about 35%, passing the limit was not always enough; inconclusive = no clear call, values can overlap the other calls; also: plate controls were buffer without enzyme for full effect and enzyme alone for no effect
# PfHsp40 rescue: rescue of PfHsp40-mediated yeast toxicity. AID 504582. S. cerevisiae expressing PfHsp40, growth rescue, ATP luminescence. actives 0.68% (n = 340,000). growth rescue, % at 12.5 µM; in the data active = growth rescue above about 28%, passing the limit was not always enough; inconclusive = no clear call, values can overlap the other calls;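 also: yeast W303a lacking pdr1 and pdr3 grown in galactose medium; growth measured after three days at 30 °C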
# Starred values were filed as active, the others as inactive; ? = inconclusive; · = no result given. Rule as the data show it, unless noted: active = inhibition above about 30%; inconclusive = no clear call, values can overlap the other calls; inactive = below that.
# Order of values: PrPC TRFRET	TcdB GH inh	FadD28 FP inh	Anthrax LF inh2	BoNT A protease	Y pestis TopoI	CCHFV vOTU inh	BoNT-F LC inh	PfHsp40 rescue
N#C/C(=C(/O)COC(=O)c1ccc2c(c1)OCCO2)c1nc2ccccc2[nH]1
 : -3	·	0.1	3	1.4	1	4	3	-0.8
O=C(CCN1CCOCC1)c1ccc(Cl)cc1
 : -8	-0.2	-1.8	-2	4.6	-3	-5	42*	1.0
CC(Sc1ccc(S(=O)(=O)N2CCN(C)CC2)cn1)C(=O)NC1CCCC(C)C1C (stereo not given)
 : -1	0.3	-2.5	-5	-0.2	3	22	-1	·
CC1Cc2ccccc2N1C(=O)c1ccc(N2CCCCC2)c([N+](=O)[O-])c1 (stereo not given)
 : -5	1.4	-3.6	-4	-2.0	-1	6	-11	-0.5
Cc1cc(C)nc(NS(=O)(=O)c2ccc(NC(=O)c3ccccc3[N+](=O)[O-])cc2)n1
 : -6	0.2	-0.6	17	-0.1	-2	1	?	-3.5
COc1cc(N/N=C/c2ccccc2O)ncn1
 : -2	·	0.6	-2	0.1	-6	15	-12	-0.5
CCOc1cc(C2C3=C(CC(C)(C)CC3=O)OC3=C2C(=O)CC(C)(C)C3)cc([N+](=O)[O-])c1O
 : -4	-0.9	-0.8	-5	-0.3	-3	14	-3	-1.0
O=C(CSc1nc2c([nH]c3ccccc32)c(=O)n1-c1ccc(F)cc1)NCc1ccco1
 : 8	2.6	-4.0	4	0.0	10	-4	-4	-0.4
CN1CCN(CC(O)COc2ccc(OCC(O)CN3CCN(C)CC3)cc2)CC1 (stereo not given)
 : 1	·	-0.8	1	-1.1	5	-12	-6	-2.2
O=C(O)CC(Cc1ccc(Br)cc1)C(=O)O (stereo not given)
 : 3	·	0.7	-2	0.3	13	9	18	16
CN(c1cccc(NC(=O)COc2ccccc2)c1)S(C)(=O)=O
 : 3	·	0.5	1	-0.7	5	8	-2	-0.1
COc1ccc(C(=O)Nc2cccc(-c3ccc4nncn4n3)c2)cc1
 : -21	-0.1	-2.4	-3	-1.1	4	-4	-10	-0.7
Cc1ccc(-c2nnn(CC(=O)N(c3cccc(F)c3)C(C(=O)NC3CCCC3)c3ccncc3)n2)o1 (stereo not given)
 : 0	0.3	-2.8	0	1.4	-5	15	-1	-0.8
O=C(c1ccc[nH]1)N1O[C@@H]2C=C[C@H]1C2
 : 5	-2.9	-0.6	-2	-0.2	0	10	1	-1.0
CC(OC(=O)CCCc1nc2ccccc2s1)C(=O)NC(N)=O (stereo not given)
 : 6	1.0	-4.7	-7	0.3	-4	-8	-3	-0.8
CCCN1CCN(C(=O)Nc2cccc(C(F)(F)F)c2)CC1
 : 2	0.7	-2.1	1	-0.8	1	3	-1	0.6
CC(=O)c1ccc(NC(=O)CSc2ccsc2[N+](=O)[O-])cc1
 : -24	0.9	-8.4	0	0.5	-9	5	1	-0.4
CCOC(=O)N1CCC(=NNc2ccc(S(=O)(=O)N3CCOCC3)cc2[N+](=O)[O-])CC1
 : -19	0.2	-1.1	0	-1.1	12	-6	-2	2.1
Cc1oc(C(C)(C)C)cc1C(=O)Nc1cccc(/C=C/C(=O)O)c1
 : 3	·	-2.6	-4	0.5	14	9	3	0.1
CC(NC(=O)c1cn(C)c2ccc(S(=O)(=O)N3CCCC3)cc2c1=O)c1ccc2c(c1)OCCO2 (stereo not given)
 : 0	·	-0.8	-7	-2.6	9	-2	-43	42*

# An excerpt from above in order of molecular weight, descending:
# Order of values: PrPC TRFRET	TcdB GH inh	FadD28 FP inh	Anthrax LF inh2	BoNT A protease	Y pestis TopoI	CCHFV vOTU inh	BoNT-F LC inh	PfHsp40 rescue
CC(Sc1ccc(S(=O)(=O)N2CCN(C)CC2)cn1)C(=O)NC1CCCC(C)C1C (stereo not given)
 : -1	0.3	-2.5	-5	-0.2	3	22	-1	·
Cc1cc(C)nc(NS(=O)(=O)c2ccc(NC(=O)c3ccccc3[N+](=O)[O-])cc2)n1
 : -6	0.2	-0.6	17	-0.1	-2	1	?	-3.5
CCCN1CCN(C(=O)Nc2cccc(C(F)(F)F)c2)CC1
 : 2	0.7	-2.1	1	-0.8	1	3	-1	0.6
O=C(O)CC(Cc1ccc(Br)cc1)C(=O)O (stereo not given)
 : 3	·	0.7	-2	0.3	13	9	18	16
O=C(CCN1CCOCC1)c1ccc(Cl)cc1
 : -8	-0.2	-1.8	-2	4.6	-3	-5	42*	1.0

# Compounds from the list above that contain a furan ring, fused or not (3):
# Order of values: PrPC TRFRET	TcdB GH inh	FadD28 FP inh	Anthrax LF inh2	BoNT A protease	Y pestis TopoI	CCHFV vOTU inh	BoNT-F LC inh	PfHsp40 rescue
O=C(CSc1nc2c([nH]c3ccccc32)c(=O)n1-c1ccc(F)cc1)NCc1ccco1
 : 8	2.6	-4.0	4	0.0	10	-4	-4	-0.4
Cc1ccc(-c2nnn(CC(=O)N(c3cccc(F)c3)C(C(=O)NC3CCCC3)c3ccncc3)n2)o1 (stereo not given)
 : 0	0.3	-2.8	0	1.4	-5	15	-1	-0.8
Cc1oc(C(C)(C)C)cc1C(=O)Nc1cccc(/C=C/C(=O)O)c1
 : 3	·	-2.6	-4	0.5	14	9	3	0.1

# Carrying on:
# Order of values: PrPC TRFRET	TcdB GH inh	FadD28 FP inh	Anthrax LF inh2	BoNT A protease	Y pestis TopoI	CCHFV vOTU inh	BoNT-F LC inh	PfHsp40 rescue
CNc1nc(-c2ccc3c(c2)CCN3S(=O)(=O)c2ccccc2)c(C)s1
 : 7	1.0	-1.8	-2	1.1	-11	-10	0	-1.9
O=C(Nc1cccc(C(F)(F)F)c1)c1ccc2sc([C@@H]3O[C@H](CO)[C@H](O)[C@H](O)[C@H]3O)nc2c1
 : -8	2.5	-6.3	-5	-0.4	-4	-12	0	·
Cn1c(=O)oc2cc(S(=O)(=O)N3CCC(C(=O)N4CC=C(c5ccccc5)CC4)CC3)ccc21
 : -4	0.9	-4.5	-9	0.0	-3	-4	-3	-0.1
CC(C)(C)c1ccc(OC2=CS(=O)(=O)c3ccccc32)cc1
 : -2	1.3	-3.3	2	-0.4	45	15	-24	7.0
O=C(OCn1ncc(Br)c(Br)c1=O)c1ccccc1Cl
 : ·	0.8	0.5	-4	0.6	1	·	-22	5.8
S=c1[nH]cc(-c2ccc(Cl)cc2)n1-c1ccccc1
 : 5	-0.5	-3.4	0	-0.2	3	2	0	3.8
Cc1cccnc1NC(=S)NC(=O)/C=C/c1ccco1
 : 0	·	-0.5	0	0.2	-6	11	-2	0.1
O=C(NCCCc1nc2ccccc2[nH]1)c1ccc(F)cc1
 : 6	-0.4	-4.8	-3	0.2	-9	-20	-3	1.4
O=[N+]([O-])c1c(NCCCO)cc(Sc2nc3ccccc3s2)c2nonc12
 : ·	0.6	-3.2	-2	?	-12	·	2	-0.5
O=C(Nc1nnc(COc2ccccc2)s1)C1CCN(S(=O)(=O)c2ccc(Cl)cc2)CC1
 : -8	·	-0.3	-3	0.5	12	-8	0	0.1
CCCCCCCCCCCCCCCC(O)C[N+](C)(C)CCO (stereo not given)
 : 13	1.2	35*	-8	-0.6	-34	28	-21	8.3
Cc1cccc(-n2c(O)c(/C=C/C=Nc3ccccc3)c(=O)[nH]c2=O)c1
 : -6	·	0.0	2	0.6	-1	17	2	-0.4
O=S(=O)(NCC(O)c1ccccc1)c1ccc(-c2ccccn2)s1 (stereo not given)
 : -2	-0.1	-4.8	-2	-0.8	3	-8	2	1.5
Cc1onc(-c2c(Cl)cccc2Cl)c1C(=O)NC(=S)N1CCOCC1
 : 5	2.5	-0.7	·	·	1	-10	·	-1.5
CCc1ccc2c(CN3CC=C(c4ccccc4)CC3)cc(=O)oc2c1
 : -16	0.4	-3.7	1	4.9	6	9	4	0.5
CC(C(=O)Nc1ccc(S(=O)(=O)N2CCCC2)cc1)N(C)CC(=O)Nc1cccc(F)c1 (stereo not given)
 : -5	1.3	-1.3	-6	-0.8	1	3	-11	-0.1
COc1ccc2c(-c3cccnc3)cc(=O)[nH]c2c1
 : 3	·	-4.7	-6	-2.7	3	-5	-30	-0.7
Cc1cc(C(=O)CSc2nnnn2C)c(C)n1CCc1ccc(Cl)cc1
 : -5	·	0.2	-1	-0.5	-2	1	-11	-1.9
O=C(c1ccccc1)N(c1ccccc1)c1nccc2ccccc12
 : -11	1.5	-2.9	-7	0.1	7	0	-1	-1.3
CCOC(=O)Cc1nc(-c2ccc(Cl)cc2)n[nH]1
 : -4	0.7	0.5	-7	-1.6	-6	-8	0	0.2

# Continued:
# Order of values: PrPC TRFRET	TcdB GH inh	FadD28 FP inh	Anthrax LF inh2	BoNT A protease	Y pestis TopoI	CCHFV vOTU inh	BoNT-F LC inh	PfHsp40 rescue
Cc1ccc(CO/N=C\Cc2snc(Sc3ncc(C(F)(F)F)cc3Cl)c2C#N)cc1
 : 3	·	3.6	-5	-0.4	3	13	-10	-1.9
CCn1c(C)nc2cc(C(=O)NNC(=S)Nc3ccccc3Cl)ccc21
 : 0	·	-0.7	-3	-0.2	9	-3	-3	2.3
CC(C)CNC(=O)C(=O)Nc1ccc2c(c1)N(S(=O)(=O)c1cccs1)CCC2
 : 12	0.3	-0.5	3	3.3	26	4	3	1.2
CN(C(=O)COC(=O)C1CCN(S(=O)(=O)c2c(Cl)cccc2Cl)CC1)C1CCCCC1
 : -1	-1.2	-0.1	-1	3.0	34	-2	-3	-0.8
CC(CCc1ccco1)NC(=O)Cn1ncc2c(=O)oc3ccccc3c21 (stereo not given)
 : 0	0.6	-0.4	-4	-0.7	-2	4	0	0.3
Cc1ccc(-c2nn(C)c(=O)c3ccccc23)cc1CNC(=O)NC1CCCCC1
 : -4	-0.6	-3.2	-9	-0.1	7	-9	6	1.4
Cc1c(C(=O)NCc2ccc(S(N)(=O)=O)cc2)oc2ccc(Cl)cc12
 : 12	0.8	-1.4	-6	-0.9	8	6	-3	-0.9
CC(C)(CO)NS(=O)(=O)c1ccc2c(c1)Cc1cc(S(=O)(=O)NC(C)(C)CO)ccc1-2
 : 4	-1.4	-1.6	6	1.2	-11	-5	?	0.1
C=CCn1c(Cc2cccs2)nnc1SCC(=O)NC1CC1
 : 6	0.2	1.0	3	-1.1	3	-7	3	3.7
O=C(Nc1ccccc1)c1cc(C2CCCCN2C(=O)c2ccccc2)on1 (stereo not given)
 : 4	0.7	-3.0	-4	-0.2	19	7	3	·
O=C(COc1ccc(Br)cc1)NCCCN1CCCC1=O
 : 3	-0.7	-3.3	-7	0.0	-11	-4	-9	-0.9
COc1cc(OC)c(C(=O)OCC(=O)Nc2ccccc2Cl)cc1OC
 : 8	0.7	-1.4	-7	-3.3	6	6	-3	-0.2
COc1ccc(C(NC(=O)c2ccco2)c2ccc(OC)c(OC)c2)cc1OC
 : 6	-1.5	-1.4	-5	-0.4	-5	14	-12	-0.2
CC1=NN(C(=O)c2nn(C)cc2Br)C(O)(C(F)(F)F)C1 (stereo not given)
 : -2	-1.3	-0.9	0	-0.3	3	-8	-4	-0.6
Cc1ccsc1C(=O)Nc1ccc(C(=O)O)cc1
 : 4	·	0.5	3	-0.9	2	9	-5	-0.2
O=C(c1cccc(S(=O)(=O)N2CCCCCC2)c1)N1CCN(c2ccccc2)CC1
 : 2	1.9	-3.9	-2	-1.0	46	8	-4	2.4
CCCCNC(=O)c1cc2nc(-c3ccccc3)cc(C(F)(F)F)n2n1
 : -10	1.1	-2.5	-4	-4.2	5	-2	4	2.1
COc1cccc(NC(=O)N2CCN(S(C)(=O)=O)CC2)c1
 : 7	0.3	-0.8	5	-0.4	-3	1	-7	0.6
C[n+]1cccc2c(Br)ccc([O-])c21
 : -30	0.2	-0.6	-14	3.4	-2	103*	?	-0.8
Cc1ccc(N2CCN(C(=O)c3[nH]c(C(F)(F)F)nc3-c3ccccc3)CC2)cc1
 : 1	-2.4	-2.3	-3	-1.6	·	7	-18	·
O=C(CN1C(=O)NC2(CCCc3ccccc32)C1=O)N1CCc2ccccc2C1 (stereo not given)
 : -1	·	-0.5	1	0.2	10	7	4	0.9
O=C1c2ccccc2C(=O)C1C(=O)C1CC1
 : -2	-1.0	-0.8	3	-0.4	4	11	5	-2.4
CCCn1c(SC(C)C(=O)NC2CC2)nnc1-c1ccncc1 (stereo not given)
 : 2	1.9	-1.9	-7	-0.7	2	-7	-4	-1.2

# Compound activity as filed in PubChem BioAssay.
